PMI activator: activators of human phosphomannose isomerase. activation factor at 20 µM. purified human PMI, coupled resazurin fluorescence, 20 min; hits give high values; 1 = vehicle control, 0 substrate-free wells. AID 1214. 0.005% of 190,000 active. P34949;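 active = activation factor of 2 or more at 20 µM, relative to plate controls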
Target sequence (P34949 whole entry, looked up): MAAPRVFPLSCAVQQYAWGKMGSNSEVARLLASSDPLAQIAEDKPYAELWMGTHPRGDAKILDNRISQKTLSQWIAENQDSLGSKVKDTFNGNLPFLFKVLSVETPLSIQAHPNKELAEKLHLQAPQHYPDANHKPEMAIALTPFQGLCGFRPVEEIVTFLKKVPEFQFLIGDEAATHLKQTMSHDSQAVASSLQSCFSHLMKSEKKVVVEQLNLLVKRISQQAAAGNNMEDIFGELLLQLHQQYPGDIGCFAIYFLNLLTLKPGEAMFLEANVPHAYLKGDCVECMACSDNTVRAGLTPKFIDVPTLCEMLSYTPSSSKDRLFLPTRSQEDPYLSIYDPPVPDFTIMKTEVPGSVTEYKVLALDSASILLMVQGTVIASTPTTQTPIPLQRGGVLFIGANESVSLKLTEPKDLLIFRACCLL
Diaph act CS: counter-screen for diaphorase-based assays: diaphorase activators and chemical reducers | Diaphorase/resazurin coupled assay, resorufin fluorescence, 16 min; hits give high values; 1 = vehicle wells, 0 = NADH-free wells | activation factor at 20 µM | 0.005% of 190,000 active;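 active = diaphorase activity raised at least twofold by the compound at 20 µM; inactive = activation factor below 2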
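Measured by – red resorufin fluorescence at 544/590 nm excitation/emission · Test system – Clostridium kluyveri diaphorase, purified enzyme · Incubation – reaction time 16 min, room temperature · Buffer or medium – 50 mM HEPES pH 7.4 with 4.542 mM MgCl2, 0.005% Tween 20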
bIAP activator: increases bovine intestinal alkaline phosphatase activity; activation factor at 20 µM; 0.17% of 200,000 active; purified bovine IAP, CDP-star luminescence, 30 min; hits give high values; fold of DMSO-control signal, blank-subtracted;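 active = activation factor of 2 or more at 20 µM, a signal rise over negative controls twice the positive control's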
PMI act hi M6P: PMI (human) activation, high substrate; coupled PMI enzyme assay, resazurin fluorescence, 20 min; hits give high values; 1 = untreated enzyme, 0 = substrate-free blank; AID 1216; 0.34% of 190,000 active; P34949; activation factor at 20 µM;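 active = activation factor of 2 or more at 20 µM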
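Test system: human phosphomannose isomerase with PGI, G6PDH, diaphorase coupling enzymes; amount: 15 ng/mL PMI; incubation: enzyme reaction with compound 20 min at room temperature; technique: resorufin fluorescence (Ex 544/Em 590 nm) from resazurin via diaphorase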
TNAP inh noacc: TNAP (human) inhibition, acceptor-free conditions. P05186. AID 1012. inhibition, % at 20 µM. purified TNAP, CDP-star luminescence, 30 min. 0.26% of 200,000 active;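 active = tissue-nonspecific alkaline phosphatase inhibition above about 50% at 20 µM in the single-dose screen, limit read from the data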;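 note: 0% = DMSO negative control and 100% = EDTA positive control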
Target sequence (P05186 whole entry, looked up): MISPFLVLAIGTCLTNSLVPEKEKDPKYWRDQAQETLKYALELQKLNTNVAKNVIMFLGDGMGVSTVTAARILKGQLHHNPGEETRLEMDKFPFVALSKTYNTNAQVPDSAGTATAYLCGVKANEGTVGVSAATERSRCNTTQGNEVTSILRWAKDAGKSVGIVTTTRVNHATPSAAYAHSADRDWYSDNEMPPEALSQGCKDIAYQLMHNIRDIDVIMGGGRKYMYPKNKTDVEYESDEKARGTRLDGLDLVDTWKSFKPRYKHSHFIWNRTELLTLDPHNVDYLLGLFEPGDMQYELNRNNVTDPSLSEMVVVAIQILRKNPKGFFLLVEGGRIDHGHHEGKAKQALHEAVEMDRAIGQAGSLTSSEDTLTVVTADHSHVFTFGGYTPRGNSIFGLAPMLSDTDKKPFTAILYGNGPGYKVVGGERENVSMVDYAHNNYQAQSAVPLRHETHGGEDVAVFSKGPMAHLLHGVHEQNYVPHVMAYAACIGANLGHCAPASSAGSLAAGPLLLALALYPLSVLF
bIAP inh: blocks bovine intestinal alkaline phosphatase activity; inhibition, % at 20 µM; purified bovine IAP, CDP-star luminescence, 30 min; 190,000 tested, under 10 active;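 active = over 50% inhibition of intestinal alkaline phosphatase at 20 µM in the single-dose screen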
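System: Purified bovine intestinal alkaline phosphatase (IAP) enzyme | Input: IAP diluted 1/65,000,000 in the well | Also added: CDP-star chemiluminescent phosphatase substrate, 30 µM final | Dosing: 20 µM single dose | Times: Enzyme reaction for 30 min at room temperature | Detection: Luminescence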
TNAP act hi DEA: TNAP (human) activation, high acceptor | activation factor at 20 µM | 200,000 tested, under 10 active | P05186 | purified TNAP, CDP-star luminescence, 1 M DEA, 30 min; hits give high values; 0 = EDTA background, 1 = DMSO-only activity | AID 1136;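 active = activation factor at least 2 at 20 µM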
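Assay system: human TNAP; Input: enzyme diluted 1/800 final; Reagent: CDP-star luminogenic substrate at 100 µM final; Timing: 30 min, room temperature; Signal: luminescence; Evaluation: TNAP activation factor scaled between EDTA and DMSO control wells.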
Lmaj promast: Leishmania major promastigote growth inhibition; Leishmania major promastigotes, resazurin fluorescence viability; inhibition, % at 10 µM; 9% of 200,000 active; in the data active = inhibition above about 50%;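 note: promastigotes grown with compound for 44 hours at 28 °C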
TNAP inh hi DEA: inhibitors of human TNAP at high phosphate acceptor concentration | 0.03% of 200,000 active | inhibition, % at 20 µM | P05186 | purified TNAP, CDP-star luminescence, 1 M DEA;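 active = over 50% inhibition of tissue-nonspecific alkaline phosphatase at 20 µM in the single-dose screen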;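 note: plate controls were DMSO wells for no effect and EDTA-quenched wells as full inhibition for full effect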
Diaph inh CS: diaphorase inhibition or chemical oxidation counter-screen | AID 1217 | 0.69% of 190,000 active | inhibition, % at 20 µM | diaphorase resazurin-to-resorufin fluorescence, NADH, 16 min; bacterial (C. kluyveri) enzyme, not human;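 active = primary screen inhibition at 20 µM above a set limit, cut at about 50% in these data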;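 note: plate controls were DMSO with full reaction for no effect and wells lacking NADH for full effect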
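Assay system: diaphorase enzyme from Clostridium kluyveri; Input: enzyme working solution with 0.14 U/mL diaphorase; Timing: 16 min at room temperature; Technique: resorufin fluorescence, excitation 544 nm, emission 590 nm; Benchmarks: positive control minus NADH, DMSO neutral control.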
* hit, by the source's call; x = no result given.

nr	Molecule	PMI activator	Diaph act CS	bIAP activator	PMI act hi M6P	TNAP inh noacc	bIAP inh	TNAP act hi DEA	Lmaj promast	TNAP inh hi DEA	Diaph inh CS
1	Cc1cc(C)n(/C(=C/N(C)C)C(=O)c2ccccc2)n1	0.9	0.9	1.1	0.9	-5	-14	1	8	2	6
2	Cc1ccc(S(=O)(=O)NCc2ccc(/C=C(/C#N)C(=O)NCc3ccccc3)o2)cc1	0.4	0.8	0.9	0.9	9	9	1	70*	5	19
3	Cc1nnc(NC(=O)c2ccc3ccccc3n2)s1	1.2	1.1	1.2	1.1	-143	-16	1	17	-5	-12
4	CCOC(=O)CCC(NC(=O)CCCCCCCCC(=O)NC(CCC(=O)OCC)C(=O)OCC)C(=O)OCC (stereo unspecified)	0.9	0.9	0.9	0.9	-4	7	1	-1	2	14
5	CC(C)(C)c1[nH]nc2c1C(c1ccc(OC(=O)c3ccco3)cc1)C(C#N)=C(N)O2 (stereo unspecified)	0.8	0.8	1	0.8	13	-3	0.7	13	28	20
6	CCc1ccc(S(=O)(=O)c2n[nH]n3c2nc(=O)c2ccccc23)cc1	1.1	0.9	0.9	1.1	-11	9	1	-16	-3	10
7	O=C(CSc1nc2ccccc2[nH]1)Nc1nc(-c2cccc(Br)c2)cs1	1	0.9	0.9	1	-52	9	1	12	4	13
8	S=C(NCc1ccccc1)N1CCCCC1	1.1	0.9	1	1	3	-4	1	-2	-1	12
9	CCC1CCCCN1C(=O)CSc1nc(N)c(NC(=O)c2ccc(OC)c(OC)c2)c(=O)[nH]1 (stereo unspecified)	0.9	0.9	0.9	0.9	-8	11	1	-9	-1	13
10	CCOC(=O)C(C)Sc1ccc2nnc(CCNS(=O)(=O)c3ccc(C)cc3)n2n1 (stereo unspecified)	1	0.9	1	1	-17	-3	1.1	-1	-6	14
11	COc1cc(CO)cc(Br)c1OCc1cccnc1	1	0.9	0.9	1.1	-13	12	1.1	-2	-6	7
12	CC1=CC(C)C2C(=O)N(CCCN(C)C)C(=O)C2C1 (stereo unspecified)	1	0.9	0.9	1	-16	8	1.1	-4	-8	12
13	Clc1cccc(-c2nc3nc4ccccc4nc3n2Cc2ccccc2)c1	1	0.9	0.7	1.1	-2	31	1	52*	2	6
14	COC(=O)c1ccc(NC(=O)C(=O)NCC2CCCO2)cc1 (stereo unspecified)	1.1	0.9	0.8	1.1	-7	20	1	1	-1	6
15	O=C(NCc1ccco1)c1cccc2c1C(=O)N(C1CCCCC1)C2	1.1	1	1	1.1	-5	-2	1	-5	3	-2
16	O=C(Cn1c(=O)n(Cc2ccco2)c(=O)c2cc(Cl)ccc21)NCC1CCCO1 (stereo unspecified)	1	1	1.1	1	-13	-7	1.1	-2	-6	0
17	O=C1CC(c2ccccc2)CN1Cc1ccccc1 (stereo unspecified)	1	0.9	0.9	0.9	-12	6	1	-5	-1	15
18	O=C(CCl)N(c1ccccc1)C1CCS(=O)(=O)C1 (stereo unspecified)	1	0.8	0.8	1	-12	21	1	14	-2	18
19	CN1CC(=O)N(CCOc2ccccc2)C1=O	0.9	0.9	0.9	1	-11	10	1.1	-5	-8	14
20	CCOc1cc(CNCc2ccncc2)cc(Br)c1OCc1ccccc1F	0.9	0.9	1.1	1.1	-3	-9	1	92*	0	5
21	Cc1ccc(C2=NCN(c3ccc(C(=O)O)cc3)C(=S)N2)cc1	1	0.7	1.1	1.1	-22	-7	1.1	-5	-5	34
22	O=C(O)C(Cc1ccccc1)N1C(=O)CCC1=O (stereo unspecified)	1.1	1	1.1	1.1	-2	-12	1	-14	-1	3
23	CCOCCOC(=O)C(C)Oc1ccc(Oc2nc(Cl)ccc2Cl)cc1 (stereo unspecified)	0.8	0.9	1	0.9	-3	0	1	-6	-4	13
24	Cc1ccc(N(CC(=O)NN=C2CCN(C)CC2)S(=O)(=O)c2ccccc2)c(C)c1	1	1	1.2	1	-2	-16	1.1	60*	-7	0
25	CC(C)CNS(=O)(=O)c1cc(C(=O)N2CCOCC2)c(Cl)cc1Cl	1	1	0.9	1.1	-30	10	1.1	-1	-6	2
26	O=C(CCc1ccccc1)Nc1c(F)c(F)c(F)c(F)c1F	0.9	0.8	0.9	0.9	-13	6	1.1	1	-6	22
27	COC(=O)Nc1ccc(S(=O)(=O)N(CCO)CCO)cc1	1	0.9	0.9	1	-15	5	1	-4	-2	14
28	CCn1c(=O)c(C(=O)NCCc2ccccc2)c(O)c2ccccc21	1	0.9	0.9	1.1	-8	12	1	-4	-1	9
29	O=C(C/C=N/OCc1ccc(Cl)cc1)c1cnc(-c2ccccc2)s1	0.9	0.9	1	0.9	-5	3	1	-5	-1	13
30	Cn1c(=O)c2c(nc(CN3CCc4ccccc4C3)n2Cc2ccccc2F)n(C)c1=O	0.8	0.9	1	0.8	2	-1	1	61*	5	13
31	COc1cc(/C=N/NC(=O)c2ccccc2Cl)ccc1Oc1ccc([N+](=O)[O-])cn1	0.8	0.8	1	0.8	-5	1	1	0	0	24
32	O=C(C1CCN(S(=O)(=O)Cc2ccccc2)CC1)N1CCN(c2ncccn2)CC1	0.9	1	1	1	2	-5	1	-3	3	4
33	CC(=O)Nc1ccc(NC(=O)/C=C/c2ccc(Cl)cc2)cc1	0.9	0.9	1	0.9	5	2	1	-5	-3	12
34	CCOC(=O)c1oc2nc3c(cc2c1N)COC(C)(C)C3	1.4	0.9	0.9	1.6	-10	7	1	-2	-3	6
35	CC(C)(C#N)C(C)(C)c1nn[nH]n1	1	0.9	1	1	-4	0	1	-3	-1	14
36	O=C(O)CCC(=O)Nc1nc2nc(-c3ccccc3)cc(-c3ccccc3)n2n1	0.8	1	0.9	0.7	-2	5	1	3	-1	4
37	CCOC(=O)c1cc(-c2ccco2)nc2c1c(C)nn2-c1ccccc1	1.1	0.9	1	1	-2	-4	1	-4	3	7
38	O=c1c2cc(Cl)ccc2nc(-c2ccccc2Cl)n1O	1.1	0.9	1	1.2	-13	-4	1	-5	-4	6
39	Cc1cc(N2CCCCC2)c(F)cc1[N+](=O)[O-]	0.9	0.9	0.6	0.9	-3	44	1	-2	1	9
40	CC1(C)CN(c2ccc(-c3ccnc4ncnn34)cc2)C1=O	1	0.9	1.1	1	-5	-7	1	8	0	13
41	Cc1ccc(CCNC(=O)C2CCN(C(=O)N(C)C)CC2)cc1	1	0.9	1	1	-23	2	1	0	-4	11
42	CCOC(=O)N1CCN(C(=O)CN(c2ccc(OCc3ccccc3)cc2)S(C)(=O)=O)CC1	1	0.9	1	1.1	-10	1	1	-1	-3	7
43	COc1cc(NC(=O)COc2ccc(Cl)cc2)ccc1-c1cc2ccccc2oc1=O	0.9	0.8	0.8	1	-10	16	1	63*	-1	15
44	CCn1c(SCC(=O)NNC(=O)Cc2ccccc2)nnc1-c1ccncc1	x	x	1.3	x	-52	-31	1	-7	-2	x
45	CCOCCCNC(=O)C1CCN(C(=O)N(C)C)CC1	1.1	1	1	1	-6	5	1	-3	-2	-2

Part of the list above, reformatted:
36. O=C(O)CCC(=O)Nc1nc2nc(-c3ccccc3)cc(-c3ccccc3)n2n1
  PMI activator: 0.8
  Diaph act CS: 1
  bIAP activator: 0.9
  PMI act hi M6P: 0.7
  TNAP inh noacc: -2
  bIAP inh: 5
  TNAP act hi DEA: 1
  Lmaj promast: 3
  TNAP inh hi DEA: -1
  Diaph inh CS: 4
37. CCOC(=O)c1cc(-c2ccco2)nc2c1c(C)nn2-c1ccccc1
  PMI activator: 1.1
  Diaph act CS: 0.9
  bIAP activator: 1
  PMI act hi M6P: 1
  TNAP inh noacc: -2
  bIAP inh: -4
  TNAP act hi DEA: 1
  Lmaj promast: -4
  TNAP inh hi DEA: 3
  Diaph inh CS: 7
38. O=c1c2cc(Cl)ccc2nc(-c2ccccc2Cl)n1O
  PMI activator: 1.1
  Diaph act CS: 0.9
  bIAP activator: 1
  PMI act hi M6P: 1.2
  TNAP inh noacc: -13
  bIAP inh: -4
  TNAP act hi DEA: 1
  Lmaj promast: -5
  TNAP inh hi DEA: -4
  Diaph inh CS: 6
39. Cc1cc(N2CCCCC2)c(F)cc1[N+](=O)[O-]
  PMI activator: 0.9
  Diaph act CS: 0.9
  bIAP activator: 0.6
  PMI act hi M6P: 0.9
  TNAP inh noacc: -3
  bIAP inh: 44
  TNAP act hi DEA: 1
  Lmaj promast: -2
  TNAP inh hi DEA: 1
  Diaph inh CS: 9

Continuation.
nr	Molecule	PMI activator	Diaph act CS	bIAP activator	PMI act hi M6P	TNAP inh noacc	bIAP inh	TNAP act hi DEA	Lmaj promast	TNAP inh hi DEA	Diaph inh CS
46	Cc1nn(Cc2ccc(Cl)cc2)c2sc(C(=O)O)cc12	1.2	1	0.9	1.2	-5	9	1	-4	0	3
47	O=C(NC(=S)NCC1CCCO1)c1ccccc1Br (stereo unspecified)	1	0.9	1	1	-18	0	1	-7	0	14
48	CCOC(=O)Cc1csc(NC(=O)c2cc(C)cc(C)c2)n1	0.9	0.7	1	0.9	-9	0	1.1	20	-7	27
49	COc1ccc(OC)c(NC(=O)C2CCN(c3cc(-c4ccccc4)nc4ncnn34)CC2)c1	0.9	0.7	0.9	0.9	-22	9	1.1	1	-6	27
50	CC(C)NC(=O)Cn1cc(C(=O)COc2ccccc2)c2ccccc21	1	1	1.1	1	-10	-12	1	-5	0	-2
51	COC(=O)c1ccc(CNC(=O)CSc2nnc(COc3ccccc3)n2C)o1	0.9	0.9	1	1	2	2	1	-4	-2	6
52	CN(C)c1ccc(N=Cc2ccco2)cc1	0.6	0.5	0.8	0.4	-1	21	0.9	71*	8	48

Compound activity from PubChem BioAssay.
